# TRPC4 PAM: allosterically enhances the mouse TRPC4 cation channel | HEK293 TRPC4beta/mu-opioid, DAMGO EC20, Fluo-4 Ca2+ flux; stronger effect = higher value | B-score at 10 µM | 310,000 compounds, 0.42% hits | AID 2227;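 active = B-score of calcium response area above 5 SD of library B-scores, with initial fluorescence ratio within 5 SD of library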;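 also: B-score of integrated fluorescence ratio over time as area under calcium response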
# MrgX1 antagonist: antagonists of human MrgX1 receptor. MRGX1-HEK293 calcium flux, Fluo-4, BAM8-22 antagonism; stronger effect = lower value. Q96LB2. B-score at 10 µM. 310,000 compounds, 1.3% hits;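 active = calcium-response B-score plate-corrected more than 3 library SD below zero, starting fluorescence within 5 deviations, no agonist response on first addition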;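 also: peak minus trough fluorescence over baseline after final BAM8-22 challenge near maximal dose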
# RGS4 inh: inhibitors of human RGS4 | HEK293 M3R/RGS4 inducible, Fluo-4 calcium flux; stronger effect = higher value; triggered by carbachol at its EC20 | 310,000 compounds, 0.45% hits | AID 463165 | P49798 | B-score at 10 µM;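 active = B-score, a plate-corrected calcium signal, over three deviations above library mean, with baseline fluorescence within five deviations of library mean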;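 also: RGS4 expression induced by doxycycline in cells with stable M3 receptor; B-score is computed from the integrated fluorescence ratio over baseline after carbachol; higher B-score means a larger calcium signal and so more RGS4 inhibition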
# ANO1 block: blocks the mouse calcium-activated chloride channel TMEM16A. Q8BHY3. HEK293 TMEM16A/YFP iodide influx fluorescence, ionomycin. normalized B-score (activity score, 25-100; higher = stronger inhibition) at 10 µM. 310,000 compounds, 1.2% hits. AID 588511;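 active = ratio plate-corrected score three or more library SD toward inhibition, starting fluorescence score within five deviations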;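 also: score derived from kinetic fluorescence span divided by baseline fluorescence per well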
# Target sequence (Q8BHY3 whole entry, looked up): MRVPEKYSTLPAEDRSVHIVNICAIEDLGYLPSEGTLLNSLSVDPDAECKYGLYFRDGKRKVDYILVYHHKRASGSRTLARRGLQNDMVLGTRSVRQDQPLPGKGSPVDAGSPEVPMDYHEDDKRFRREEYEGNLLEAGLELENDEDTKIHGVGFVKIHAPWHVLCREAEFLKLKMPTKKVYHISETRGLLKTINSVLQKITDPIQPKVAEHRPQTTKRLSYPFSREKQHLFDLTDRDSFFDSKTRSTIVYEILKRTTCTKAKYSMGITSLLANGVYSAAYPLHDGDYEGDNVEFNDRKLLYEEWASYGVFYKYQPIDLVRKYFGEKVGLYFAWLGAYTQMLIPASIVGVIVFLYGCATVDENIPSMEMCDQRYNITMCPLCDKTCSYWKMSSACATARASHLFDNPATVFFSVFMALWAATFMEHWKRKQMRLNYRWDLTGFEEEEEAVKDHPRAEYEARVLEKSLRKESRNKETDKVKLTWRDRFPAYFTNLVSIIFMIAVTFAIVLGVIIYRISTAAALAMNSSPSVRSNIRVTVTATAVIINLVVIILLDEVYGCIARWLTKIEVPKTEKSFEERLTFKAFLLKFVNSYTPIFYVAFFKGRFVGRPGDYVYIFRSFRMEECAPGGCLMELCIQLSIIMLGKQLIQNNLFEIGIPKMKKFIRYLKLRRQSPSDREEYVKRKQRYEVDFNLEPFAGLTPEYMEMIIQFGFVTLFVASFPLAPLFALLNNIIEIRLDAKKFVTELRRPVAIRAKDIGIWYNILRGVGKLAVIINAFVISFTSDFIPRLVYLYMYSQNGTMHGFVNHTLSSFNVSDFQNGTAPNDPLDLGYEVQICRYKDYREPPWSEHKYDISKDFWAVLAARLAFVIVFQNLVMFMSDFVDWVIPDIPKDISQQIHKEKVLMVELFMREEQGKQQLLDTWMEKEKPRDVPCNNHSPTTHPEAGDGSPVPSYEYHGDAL
# TRPC4 block: blocks the mouse TRPC4 cation channel; HEK293 TRPC4beta/mu-opioid, DAMGO-evoked Fluo4 calcium flux; stronger effect = lower value; B-score at 10 µM; 300,000 compounds, 0.39% hits;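 active = B-score over 3 SD under the library average, no early fluorescence shift, positive overall ratio signal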
#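 System: stable TRPC4beta/mu-opioid receptor HEK293 cells; Dosing: single-point compound dosing; Measured by: Fluo4 Ca2+ flux fluorescence; Read-out basis: per-well B score of integrated baseline-normalized Fluo4 ratio.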
# MrgX1 allo act: allosterically activates human MrgX1 receptor signaling | AID 588675 | 310,000 compounds, 0.63% hits | Q96LB2 | MrgX1-HEK293, Fluo-4 calcium flux, FDSS; stronger effect = higher value | B-score at 10 µM;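 active = plate-corrected calcium response at least 3 library SD above typical, normal starting fluorescence, not activating the receptor alone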;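 also: compound read alongside a low EC10 to EC30 dose of BAM8-22 agonist; peak minus trough fluorescence over baseline measured at the second addition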
# TRPC4 agonist: TRPC4 (mouse) channel activation; Q9QUQ5; HEK293 TRPC4beta/mu-opioid, Fluo4 calcium fluorescence; stronger effect = higher value; B-score at 10 µM; 310,000 compounds, 0.49% hits;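 active = B-score above 5 SD of library B-scores, and initial fluorescence ratio not above library mean plus 5 SD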;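 also: positive B-score marks a calcium rise read as TRPC4 activation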
#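 Incubation: 45 min room-temperature Fluo4 loading, 110 s read / System: HEK293 cells stably co-expressing mouse TRPC4beta and mu-opioid receptor / Signal: Fluo4 fluorescence, kinetic / Control set: buffer (low) and maximal DAMGO (high) / Measure: integrated baseline-normalised fluorescence ratio, converted to per-well B score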
# ANO1 activ: activators or potentiators of mouse TMEM16A chloride channel. B-score at 10 µM. 340,000 compounds, 0.3% hits. HEK293 TMEM16A/YFP-H148Q/I152L, iodide quench fluorescence; stronger effect = lower value. Q8BHY3. AID 623877;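 active = fluorescence-ratio B-score plate-corrected deviation score at least 3 library SD below zero, with starting fluorescence score within 5 deviations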;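 also: channel opened by trigger with iodide after compound preincubation; score built on the fluorescence ratio of max minus min over baseline; more negative score means more quench and so TMEM16A activation or potentiation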
# MrgX1 ag: human MrgX1 receptor agonism, primary screen. Q96LB2. MrgX1-HEK293 cells, Fluo-4 calcium fluorescence, agonist mode; stronger effect = higher value. B-score at 10 µM. 310,000 compounds, 0.44% hits;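 active = calcium response B-score plate-corrected fluorescence ratio at least 3 library SD, with starting fluorescence B-score inside 5 SD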
#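 Test system: Stable human MrgX1 HEK293 cell line | Schedule: Overnight plating before 1 h dye loading | Read-out basis: Baseline-normalised fluorescence change ratio, B-scored | Detection: Kinetic calcium dye fluorescence, Fluo-4 NW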
# TRPC6 activator: activates the mouse TRPC6 cation channel; Q61143; HEK293-TRPC6 membrane potential dye fluorescence; stronger effect = higher value; B-score at 10 µM; 310,000 compounds, 0.13% hits;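 active = B-score of the integrated fluorescence ratio above library mean plus 3 SD, and starting fluorescence ratio within library mean plus 5 SD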;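 also: higher score means more depolarization so channel activation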
# TRPC6 inh: inhibitors of mouse TRPC6 channel. HEK293-TRPC6, membrane potential dye, ACh-evoked depolarization; stronger effect = lower value. Q61143. 310,000 compounds, 1.1% hits. B-score at 10 µM;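 active = B-score under library mean minus 3 SD, initial fluorescence not abnormally high, positive integrated signal ratio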;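 also: B-score derived from integrated fluorescence ratio over the kinetic read; more negative B-score means stronger inhibition of depolarization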
# Active calls of the source: *; i = inactive; . = not tested or not shown.
Molecule,TRPC4 PAM,MrgX1 antagonist,RGS4 inh,ANO1 block,TRPC4 block,MrgX1 allo act,TRPC4 agonist,ANO1 activ,MrgX1 ag,TRPC6 activator,TRPC6 inh
CC(C)Nc1nc(NNc2nc(Cl)nc(NC(C)(C)C)n2)nc(NC(C)C)n1,i,i,i,i,i,i,i,i,i,i,i
CCC1CN(C(=O)NCc2ccc(C)cc2)c2ccccc2O1 (stereo not given),i,i,i,i,i,i,i,i,i,i,i
O=C(CSc1nnc(Cc2cccs2)n1-c1ccccc1)Nc1ccc2c(c1)OCCO2,i,i,i,i,i,i,i,i,i,i,i
Cc1c(NC(=O)CSc2nnc3c4ccccc4n(CCc4ccccc4)c3n2)c(=O)n(-c2ccccc2)n1C,i,i,i,i,i,i,i,i,i,i,i
CN(C)S(=O)(=O)c1ccc(C(=O)Nc2ccccn2)cc1,i,i,i,i,i,i,i,i,i,i,i
COC(=O)c1cc(S(=O)(=O)NCC2CCN(CCc3cccs3)CC2)cn1C,i,i,i,i,i,i,i,i,i,i,i
Cc1ccccc1N(C(=O)c1snc(C(N)=O)c1N)C(C(=O)NCc1ccccc1)c1ccc(O)cc1 (stereo not given),i,i,i,i,i,i,i,i,i,i,i
COc1ccccc1NC(=O)CCc1c(C)nc2c(-c3ccc(F)cc3)c(C)nn2c1C,i,i,i,i,i,i,i,i,i,i,i
Cc1cc(C)c2c(NC(=O)C3CC3)nn(C)c2n1,i,i,i,i,i,i,i,i,i,i,i
COc1ccc(NC2CCCN(C(=O)c3cccc(C(F)(F)F)c3)C2)cc1OC (stereo not given),i,i,i,i,i,i,i,i,i,i,i
Cc1nn(-c2ccccc2)c(C)c1NC(=O)COC(=O)CCOc1ccccc1,i,i,i,i,i,i,i,i,i,i,i
COc1ccc(-c2nnc(NC(=O)Cc3ccccc3)o2)cc1,i,i,i,i,i,i,i,i,i,i,i
COc1ccc(NC(C)=O)cc1NC(=O)CN1CCN(CC(=O)Nc2ccccc2Cl)CC1,i,i,i,i,i,i,i,i,i,i,i
NC(=O)C1CCN(C(c2ccccc2F)c2nnnn2Cc2ccco2)CC1 (stereo not given),i,i,i,i,i,i,i,.,i,i,i
COc1ccc(C2CC(c3ccc(F)cc3)Nc3nc(N)nn32)cc1OC (stereo not given),i,i,i,i,i,i,i,i,i,i,i
CCn1c(CN(C)c2ccccc2)nc2ccccc21,i,i,i,i,i,i,i,i,i,i,i
CC(C)c1nnc(SCC(=O)Nc2ccc3c(c2)OCO3)n1C,i,i,i,i,i,i,i,i,i,i,i
CC(C)n1cnc2cc(NCc3ccccc3O)ccc21,i,i,i,i,i,i,i,i,i,i,i
Cc1ccc2nc(SCC(=O)c3c(C)[nH]c4ccccc34)[nH]c2c1,i,i,i,i,i,i,i,i,i,i,i
O=C(c1ccco1)N1CCN(C(=O)c2cc(-c3ccncc3)nc3ccc(Br)cc23)CC1,i,i,i,i,i,i,i,i,i,i,i
CCn1ncc(C2=NOC(C(=O)Nc3cc(OC)c(Cl)cc3OC)C2)c1C (stereo not given),i,i,i,i,i,i,i,i,i,i,i
NC(=O)C1CCN(C(=O)CCc2nc3sc4c(c3c(=O)[nH]2)CCCC4)CC1,i,i,i,i,i,i,i,i,i,i,i
CN(/N=C/c1ccncc1)c1cnn(-c2ccc(F)c(Cl)c2)c(=O)c1Cl,i,i,i,i,i,i,i,i,i,i,i
COC(CNC(=O)c1ccc2c(c1)nc(C)n2-c1cc(C)cc(C)c1)OC,i,i,i,i,i,i,i,i,i,i,i
Cc1ccc(S(=O)(=O)Nc2ccc(O)c(Sc3ncn[nH]3)c2)cc1,i,i,i,i,i,i,i,i,i,i,i
O=C(O)c1ccc(-n2nc(C(F)(F)F)cc2-c2cccs2)cc1,i,i,i,i,i,i,i,i,i,i,i
CCOC(=O)C(NC(=O)Nc1ccccc1)(OCC)C(F)(F)F (stereo not given),i,i,i,i,i,i,i,i,i,i,i
COC(=O)c1[nH]c2ccc(F)cc2c1NS(=O)(=O)c1ccc(OC)cc1,i,i,i,i,i,i,i,i,i,i,i
Cc1ccc(C)c(NC(=O)CC2Oc3ccccc3NC2=O)c1 (stereo not given),i,i,i,i,i,i,i,i,i,i,i
CCOC(=O)C1(Cc2ccc(Cl)cc2)CCN(C(C)Cc2ccc(O)c(OC)c2)CC1 (stereo not given),i,i,i,i,i,i,i,i,i,i,i
C=CCOc1cccc(CNc2ccc3[nH]c(=O)[nH]c3c2)c1,i,i,i,i,i,i,i,i,i,i,i
CC12CC3CC(C)(C1)CC(C(=O)Nc1nn[nH]n1)(C3)C2,i,i,i,i,i,i,i,i,i,i,i
Cc1nn(-c2ccccc2)c(C)c1NC(=O)COC(=O)c1ccc(Cl)c(N)c1,i,i,i,i,i,i,i,i,i,i,i
CCC(C)NC(=O)COc1ccccc1[N+](=O)[O-] (stereo not given),i,i,i,i,i,i,i,i,i,i,i
O=C(Nc1ncc(Cl)cc1Cl)c1c(F)cccc1Cl,i,i,i,i,i,i,i,i,i,i,i
O=C(c1nc2ccccn2c1CNCCCn1ncc2ccccc21)N1CCCC1,i,i,i,i,i,i,i,i,i,i,i
C=CCC1(C#N)C(=S)NC2=C(C(=O)CC(C)(C)C2)C1c1ccc(Br)cc1 (stereo not given),i,i,i,i,i,i,i,i,i,i,i
O=C(CC1C(=O)NCCN1C(=O)Nc1ccccc1)Nc1cccc(Cl)c1 (stereo not given),i,i,i,i,i,i,i,i,i,i,i
Cc1ccc(-c2nnn(CC(=O)Nc3ccccc3N3CCOCC3)n2)cc1,i,i,i,i,i,i,i,.,i,i,i
CC(C)Cn1c2nc3ccccc3nc2c2c(=O)n(CCN3CCOCC3)cnc21,i,i,i,i,i,i,i,i,i,i,i
C[N+]1(CCNC(=O)/C=N/O)CCCCC1,i,i,i,i,i,i,i,i,i,i,i
N#Cc1cc2c([nH]c1=S)CCCCCC2,i,i,i,i,i,i,i,i,i,i,i
CCNc1nc(NCC)nc(OCC(=O)O)n1,i,i,i,i,i,i,i,i,i,i,i
Cc1cc(NC(=O)CSc2nc(=O)n(CCCN(C)C)c3c2CCCC3)no1,i,i,i,i,i,i,i,i,i,i,i
COc1ccc(C(=O)C2CCCN(C(=O)c3cc(C4CC4)[nH]n3)C2)c(C)c1 (stereo not given),i,i,i,i,i,i,i,i,i,i,i
COc1cc(CN2CCN(Cc3cn(C)c4ccccc34)CC2CCO)cc(OC)c1 (stereo not given),i,i,i,i,i,i,i,i,i,i,i
O=C(CNC(=O)c1cccs1)N/N=C/c1ccccc1[N+](=O)[O-],i,i,i,i,i,i,i,i,i,i,i
O=C(NC1CCCC1)C(c1ccccc1F)N(C(=O)c1csnn1)C1CC1 (stereo not given),i,i,i,i,i,i,i,i,i,i,i
Cc1[nH]c(=O)[nH]c(=O)c1S(=O)(=O)N1CCCCC1,i,i,i,i,i,i,i,i,i,i,i
Cc1oc2c(O)c(O)ccc2c(=O)c1-c1ccc(Cl)cc1,i,i,i,i,i,i,i,i,i,i,i

# (continued)
Molecule,TRPC4 PAM,MrgX1 antagonist,RGS4 inh,ANO1 block,TRPC4 block,MrgX1 allo act,TRPC4 agonist,ANO1 activ,MrgX1 ag,TRPC6 activator,TRPC6 inh
CC(C)(C)c1ccc(OCCCCCCN2CCNCC2)cc1,i,i,i,i,i,i,i,i,i,i,-7.74*
COc1ccccc1NC(=O)CSc1nnc(CC(=O)Nc2ccccc2F)n1C,i,i,i,i,i,i,i,i,i,i,i
CCCNC(=O)COC(=O)c1[nH]c(C)c(C(=O)OCC)c1C,i,i,i,i,i,i,i,i,i,i,i
CCOC(=O)C1(Cc2cccc(Cl)c2)CCCN(C(=O)CCNC(C)=O)C1 (stereo not given),i,i,i,i,i,i,i,i,i,i,i
Cc1cc(C)cc(OCC(=O)N2Cc3ccccc3CC2C(=O)O)c1 (stereo not given),i,i,i,i,i,i,i,i,i,i,i
Cc1oc(=O)c(NC(=O)c2ccccc2)cc1C(=O)c1ccccc1,i,i,i,i,i,i,i,i,i,i,i
CCOC(=O)c1ccc(N2C(=O)CC(N(C)Cc3ccccc3)C2=O)cc1 (stereo not given),i,i,i,i,i,i,i,i,i,i,i
Cc1ccccc1S(=O)(=O)NC1=NCCCCC1,i,i,i,i,i,i,i,i,i,i,i
CCc1cc2c(=O)nc3n(c2s1)Cc1ccccc1/C3=C(/O)c1ccccc1Cl,i,i,i,i,i,i,i,i,i,i,i
CCCN1CCN(CCCNC(=O)c2ccc(CS(=O)c3ccccc3C)o2)CC1 (stereo not given),i,i,i,i,i,i,i,i,i,i,i
COc1ccc(OC)c(C(O)c2coc3ccc(O)c(CN4CCOCC4)c23)c1 (stereo not given),i,i,i,i,i,i,i,i,i,i,i
c1ccc(Oc2c3ccccc3nc3ccccc23)cc1,i,i,i,i,i,i,i,.,i,i,i
CC[C@@]12C(=O)N(c3cccc(F)c3)C(=O)N1[C@H](c1ccc(Cl)cc1)[C@@H]1C(=O)N(C3CCCCC3)C(=O)[C@@H]12,i,i,i,i,i,i,i,i,i,i,i
Cc1ccc(S(=O)(=O)Nc2c(C)cc(C)nc2Cl)cc1,i,i,i,i,i,i,i,i,i,i,i
COc1ccc(OCC(=O)Nc2ccc(N3CCN(C(=O)c4ccco4)CC3)cc2)cc1,i,i,i,i,i,i,i,i,i,i,i
CC1CCN(C(=O)c2cc3ccccc3o2)CC1,i,i,i,i,i,i,i,i,i,i,i
COCCn1c(C)cc(C(=O)COC(=O)c2n[nH]c3ccccc23)c1C,i,i,i,i,i,i,i,i,i,i,i
